Anthrax LF prot: blocks Bacillus anthracis lethal factor protease; P15917; multiplex microsphere protease cleavage assay, LF; inhibition, % at 10 µM; 0.12% of 360,000 active; AID 588501; further: plate controls were buffer without enzyme for full effect and enzyme alone for no effect
Target sequence (P15917 whole entry, looked up): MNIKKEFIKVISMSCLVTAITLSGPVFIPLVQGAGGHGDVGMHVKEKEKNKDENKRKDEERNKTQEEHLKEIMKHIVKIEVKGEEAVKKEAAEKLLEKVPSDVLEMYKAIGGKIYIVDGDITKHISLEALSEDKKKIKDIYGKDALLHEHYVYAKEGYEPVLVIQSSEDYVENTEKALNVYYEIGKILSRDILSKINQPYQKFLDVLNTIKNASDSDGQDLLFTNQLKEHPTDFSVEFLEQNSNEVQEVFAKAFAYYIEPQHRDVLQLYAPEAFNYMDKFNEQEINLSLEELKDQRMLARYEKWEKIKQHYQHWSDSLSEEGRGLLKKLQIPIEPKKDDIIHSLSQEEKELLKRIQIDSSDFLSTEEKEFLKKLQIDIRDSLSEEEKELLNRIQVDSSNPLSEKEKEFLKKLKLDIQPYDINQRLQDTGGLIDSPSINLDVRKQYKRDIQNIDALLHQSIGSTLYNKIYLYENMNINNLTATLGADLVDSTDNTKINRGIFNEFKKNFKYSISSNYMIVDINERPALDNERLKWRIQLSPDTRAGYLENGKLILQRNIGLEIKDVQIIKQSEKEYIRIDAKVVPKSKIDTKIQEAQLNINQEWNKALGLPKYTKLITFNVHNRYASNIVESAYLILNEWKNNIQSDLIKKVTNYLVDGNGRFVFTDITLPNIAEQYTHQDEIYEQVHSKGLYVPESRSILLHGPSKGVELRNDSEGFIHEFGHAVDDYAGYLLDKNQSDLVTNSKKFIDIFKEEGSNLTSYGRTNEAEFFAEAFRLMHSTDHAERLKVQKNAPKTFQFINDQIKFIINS
Vc quorum ag: induces V. cholerae light production without autoinducers; V. cholerae BH1578 lux reporter, luminescence, 6 h; 0.16% of 350,000 active; activation, % at 18.7 µM; in the data active means activation mostly above about 9.7%, no sharp cut-off; inconclusive means no clear call, values can overlap the other calls; inactive means mostly below about 3.7%; further: not every result past the cut was called active; inactives centre near 0; reference of the scale not given here
Yp Topo-I inh: blocks Yersinia pestis topoisomerase I activity. Y. pestis Topo-I cleavage product accumulation, plate reader. AID 504884. 0.064% of 360,000 active. activity, % at 10 µM; in the data active means activity above about 50%, passing the limit was not always enough; inconclusive means no clear call, values can overlap the other calls; further: inactives centre near 2
CCHFV vOTU inh: blocks the CCHF virus ovarian tumor domain protease | CCHFV vOTU protease, Pep-AMC fluorescence | AID 651958 | inhibition, % at 11.5 µM | 0.55% of 370,000 active; in the data active means inhibition above about 30%; further: 0% = vehicle wells with enzyme and 100% = no enzyme wells
PfHsp40 rescue: restores yeast growth despite PfHsp40 toxicity; S. cerevisiae expressing PfHsp40, growth rescue, ATP luminescence; AID 504582; growth rescue, % at 12.5 µM; 0.68% of 340,000 active; in the data active means growth rescue above about 28%, passing the limit was not always enough; inconclusive means no clear call, values can overlap the other calls;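 further: yeast W303a lacking pdr1 and pdr3 grown in galactose medium; growth measured after three days at 30 °C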
DUSP3 inh: blocks human VHR1 dual specificity phosphatase; AID 1654; 0.52% of 290,000 active; inhibition, % at 13.3 µM; P51452; recombinant VHR phosphatase, pNPP absorbance; in the data active means inhibition above about 50%; further: some compounds called inactive have numbers as strong as hits
Target sequence (P51452 whole entry, looked up): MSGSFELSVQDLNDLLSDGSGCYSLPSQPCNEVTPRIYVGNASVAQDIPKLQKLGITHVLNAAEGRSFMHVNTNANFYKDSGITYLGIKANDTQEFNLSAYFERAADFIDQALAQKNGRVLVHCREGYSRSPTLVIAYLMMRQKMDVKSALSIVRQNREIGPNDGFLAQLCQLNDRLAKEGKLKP
TcdB GH inh: TcdB glycohydrolase inhibition; inhibition, % at 9.99 µM; TcdB glycohydrolase enzymatic assay, plate reader; P18177; AID 652162; 0.24% of 350,000 active; in the data active means inhibition above about 10%
SSB-PriA inh: K. pneumoniae PriA-SSBct interaction inhibition; AlphaScreen SSBct-PriA binding, biotinylated peptide; inhibition, % at 33 µM; 0.6% of 430,000 active; AID 1272365; in the data active means inhibition mostly above about 37%, no sharp cut-off; inactive means mostly below about 20%;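 further: plate controls were negative control peptide for no effect and reference peptide for full effect; strong numbers were not always called active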
3CLpro inhibitor: SARS-CoV 3CLpro protease inhibition; P0C6X7; recombinant SARS-CoV 3CLpro, quenched FRET peptide cleavage; inhibition, % at 6 µM; 0.14% of 290,000 active; in the data active means inhibition above about 12%
BoNT A protease: BoNT A light chain protease inhibition; multiplex microsphere protease substrate cleavage, flow cytometry; 0.17% of 360,000 active; inhibition, % at 10 µM; further: plate controls were buffer without enzyme for full effect and enzyme alone for no effect
The depositor's hits bear a star; i = inactive; ? = inconclusive; / = not tested or not shown; & = joins results of further samples. Unless noted, no stated cut-off is given here; in the data, active means inhibition above about 30%; inconclusive means no clear call, values can overlap the other calls; inactive means below that. These rows are one share of the data; count on the stated rates, not on these rows.

canonical_smiles	PfHsp40 rescue	DUSP3 inh	CCHFV vOTU inh	SSB-PriA inh	Yp Topo-I inh	BoNT A protease	3CLpro inhibitor	TcdB GH inh	Vc quorum ag	Anthrax LF prot
O=C(CSc1ncn[nH]1)Nc1ccc2c(c1)CCC2	-1.2	-1	28	7	1	-0.1	0	/	-0.2	-2
Cc1ccc(CNC(=S)Nc2ccc(NS(=O)(=O)c3ccc(C)cc3)cc2)cc1	0.1	7	10	-4	-6	0.8	7	-0.2	-0.5	-2
Cc1ccc(C(C)C)c(O)c1C(=O)O	-1.4	/	3	-65	-3	-1.2	/	0.5	-0.2	5
CCOC(=O)c1c(S(=O)(=O)Nc2cccc(Cl)c2)c(C)n(C)c1C	-0.9	-31	-6	-4	3	4.0	-3	0.6	-0.6	2
CCC(Sc1nc(=O)cc(N)n1-c1cccc(C)c1)C(=O)Nc1cc(C)on1 (stereo not given)	-0.1	4	-9	-14	-2	1.0	-1	/	i	1
CC(=O)c1c(C)[nH]c(C(=O)OCC(=O)N2CCCC2=O)c1C	-0.3	/	8	-16	-4	-0.1	/	2.3	-2.5	3
COc1cc(C#N)ccc1OC(=O)c1cccc(S(=O)(=O)N2CCN(C)CC2)c1	-0.2	/	-6	-1	-3	2.9	/	2.4	-1.0	3
COc1ccccc1C(=O)NCC(=O)N/N=C/c1ccc2c(c1)OCO2	-1.3	10	2	/	4	-3.4	1	1.4	0.1	-5
COC(=O)c1cnc(NC(=O)C2(C)CCN2C(=O)C(C)C)s1 (stereo not given)	/	/	-9	/	-1	0.1	/	0.9	i	-2
CCOC(=O)C1(C)CCN1C(=O)c1ccccc1 (stereo not given)	/	/	2	/	1	-0.3	/	-0.3	i	0
O=C(O)Cc1ccc(NC(=O)Nc2ccc(Br)cc2)cc1	-0.7	12	6	-9	7	-1.1	-1	-0.6	i	-2
COc1cc2cc[n+](Cc3ccc([N+](=O)[O-])cc3)cc2cc1OC	-0.6	/	-7	6	-7	3.7	1	-0.4	i	4
O=C(NCC1CCCO1)c1ccc(Oc2ccc([N+](=O)[O-])cc2Cl)cc1 (stereo not given)	0.1	29	-7	-7	1	0.1	1	1.1	-0.2	-2
COc1ccc(-c2noc3c2-c2nc(-c4ccc(Cl)cc4)sc2CC3)cc1	1.5	-7	2	4	5	0.0	6	0.0	i	-6
CC1(C2CC2)NC(=O)N(CC(=O)Nc2ccc(OC(F)F)cc2)C1=O (stereo not given)	/	/	-3	/	-1	-0.5	/	0.7	i	-2
CCOc1cc(/C=C(\C#N)C(=O)Nc2cccc(C(=O)O)c2)ccc1OCc1ccccc1Cl	0.2	104	5	-15	3	-1.9	10	0.1	-0.6	1
CC1CC(C)CN(CCCNC(=O)CN2C(=O)CSc3ccc(S(=O)(=O)N4CCOCC4)cc32)C1 (stereo not given)	3.3	5	3	8	-13	-2.0	-1	0.6	3.4	-2
O=C(OCC(=O)N1CCCC1)c1ccc(OC(F)(F)F)cc1	-1.0	14	-7	3	0	0.2	1	1.0	i	-4
COc1cccc(-c2c(C#N)c(N)nc3c2c(C)nn3-c2ccccc2)c1O	-0.8	20	8	-3	-4	-3.4	8	-0.3	i	5
Cc1ccc(OCC(=O)N(C)C2CCCCC2)c([N+](=O)[O-])n1	-0.8	/	-21	-1	6	-0.2	/	-1.2	i	-5
CCN(C(=O)c1ccc(=O)[nH]c1)c1c(N)n(Cc2ccccc2)c(=O)[nH]c1=O	0.4	/	18	-7	3	1.1	/	0.2	0.3	1
Cc1ccc2nc(-c3ccc(NC(=O)CSc4nc(N)cc(=O)[nH]4)cc3)sc2c1	1.1	23	-88	-20	13	0.0	2	0.8	-0.7	-4
CO/N=C/NC(=O)c1c(OC)ccnc1Oc1ccccc1	-1.8	-1	6	i	1	0.0	2	/	-0.6	0
CN1CCN(C(=O)c2cccc(-c3cnc4cnc(-c5ccccc5Oc5ccccc5)cn34)c2)CC1	/	/	-23	/	21	-0.1	/	0.6	i	1
Cn1nnnc1SCc1ccc(CSc2nnnn2C)cc1	0.1	31	-1	-10	4	-0.1	1	1.7	-0.2	-1
CN1CCN(C(=O)N2CCNC2=O)CC1	2.4	26	-1	-3	4	0.0	-2	/	-0.2	-1
COc1ccccc1/C=C1\SC(=O)N(CCC(=O)N(C)C2CCS(=O)(=O)C2)C1=O (stereo not given)	-0.4	15	4	5	37	2.4	-6	-0.3	i	2
CCOc1ccccc1N1CCN(C(=S)Nc2ccc(S(N)(=O)=O)cc2)CC1	-0.6	-5	9	-5	9	0.3	2	/	i	1
CCc1ccc(CC(=S)N2CCOCC2)cc1	-0.7	11	-15	-15	1	-0.4	-1	0.9	i	0
O=C(Nc1ccc(Cc2ccncc2)cc1)C1CCC(N2C(=O)C3CC=CCC3C2=O)CC1 (stereo not given)	-0.5	12	2	1	7	-0.9	-6	/	i	-3
COc1ccc(-c2csc(NC(=O)Cn3nc(C)cc3C)n2)cc1	1.4	11	1	-3	3	-0.9	0	/	i	-5
Cc1cccc(NC(=S)NC(=O)CC2CC(C)(C)OC2=O)c1 (stereo not given)	0.5	33	6	13	3	0.2	0	/	-0.5	-2
CCN(CC)CCN(C(=O)c1ccc(S(=O)(=O)N(C)C2CCCCC2)cc1)c1nc2ccc(OC)cc2s1	-2.5	0	-9	16&35	?	-4.9	6	0.4	-0.8	-4
CCOC(=O)N1CCN(C(=O)CCSCCc2ccncc2)CC1	2.1	27	8	-12	4	-0.1	6	/	i	6
CN(C(=O)CSc1nc2cc([N+](=O)[O-])ccc2n1-c1ccc(F)cc1)C1CCS(=O)(=O)C1 (stereo not given)	0.3	13	9	-32	-5	0.1	-8	/	-0.2	0
COc1ccc2c(c1)CCc1c(C(=O)Nc3ccn(Cc4ccc(C)cc4)n3)noc1-2	-0.4	2	2	-10	0	1.0	-2	-2.2	-2.8	-4
N#C/C(=C/c1ccc(N2CCOCC2)o1)c1ccc(Cl)cc1	2.6	-15	-3	-3	5	-0.1	1	/	-0.2	-6
COc1ccc(CC(=O)Nc2ccc(C(C)=O)cc2)cc1	-1.2	0	1	5	5	0.6	1	0.0	-0.7	-5
O=C(NCC(c1ccco1)N1CCN(c2ccccc2F)CC1)C(=O)NC1CC1 (stereo not given)	-0.6	/	-2	-12	2	/	/	1.4	i	/
COc1ccccc1/C=C1\SC(=S)N(CCC(=O)N2CCN(C)CC2)C1=O	-0.6	7	7	-4	27	0.6	0	-0.2	-0.3	-2
COc1ccc(CN2CCN(C(C)C(=O)N(C)Cc3cccc(F)c3)CC2)cc1OC (stereo not given)	-1.1	-13	14	52*	7	1.2	-3	-0.2	6.5	3
Cc1sc2ccc3sccc3c2[n+]1C	-1.1	22	1	4	26	1.8	-4	-0.9	-0.4	-2
CCN(CC)S(=O)(=O)c1ccc(NC(=O)COc2c(OC)cccc2OC)cc1	0.8	56*	-7	-7	30	0.9	3	/	-0.3	-1
O=C(c1ccc(N2C(=O)C3C4c5ccccc5C(c5ccccc54)C3C2=O)cc1)N1CCOCC1 (stereo not given)	-1.1	-7	-7	-1	19	-0.9	-1	/	-0.1	0
Cc1ccc(C)c(N2CCN(S(=O)(=O)c3ccc4[nH]c(=O)c(=O)[nH]c4c3)CC2)c1	-1.1	4	10	11	5	?	0	/	i	0
Cc1cccc(C)c1OCC(=O)N/N=C/c1cccnc1	-0.6	36	-6	/	-1	-0.2	3	1.3	-0.1	-9
COc1cccc(NC(=O)C(=O)c2cn(CC(=O)N3CCCC3)c3ccccc23)c1	2.0	10	18	8	25	-0.5	4	0.9	-0.5	-3
CCC(O)c1cnc(OCc2ccccc2)nc1OCc1ccccc1 (stereo not given)	/	/	13	/	19	-0.9	/	1.2	1.1	-2
C[n+]1ccccc1/C=C/c1cc(Br)ccc1O	-1.1	/	-9	8	-17	-1.1	1	1.5	i	-3
S=C(NCCc1ccccc1)N/N=C/c1cccs1	/	/	14	/	1	0.5	/	-0.7	i	-5
C(=N\N1CCN(Cc2ccccc2)CC1)/c1ccc(-c2ccccc2)cc1	0.7	28	8	/	-9	-0.2	4	1.0	0.6	0
c1ccc2[nH]c(-c3nc4ccccc4[nH]3)nc2c1	0.1	27	-19	-5	1	-0.9	-3	/	-1.4	-1
Cn1nnnc1Sc1ncnc2scc(-c3ccc(Br)cc3)c12	-0.2	/	4	13	-4	0.5	/	-0.3	i	-5
COc1ccc2cc(C(=O)/C=C/c3cc(OC)c(O)c(OC)c3)ccc2c1	-0.4	18	7	9	5	16	1	0.5	-1.6	0
CC1CCN(C2CCN(C(=O)c3ccccc3F)CC2)CC1	0.2	24	-10	2	1	/	-2	-0.1	-0.7	/
COc1ccc2nc(C)cc(SCC(=O)NNC(=O)COc3ccccc3)c2c1	-0.8	23	-10	-14	-2	-1.5	4	/	-0.3	-11
CCCCN1C(=O)c2ccc(C(=O)NC3=NCCS3)cc2C1=O	-0.2	-5	4	1	-8	0.3	4	/	0.4	3
Cc1ccc(Nc2nnc(C)c(=O)[nH]2)cc1	-0.9	5	-15	-8	0	0.3	4	0.9	4.0	-8
CCCCn1c(N)c(N(CC(C)C)C(=O)c2cccc(S(=O)(=O)N3CC(C)OC(C)C3)c2)c(=O)[nH]c1=O (stereo not given)	-0.4	/	-2	-3	2	-0.1	/	-6.8	-0.7	1
COc1cc(C(=O)Nc2ccccc2SCc2cc(=O)n3nc(C)sc3n2)cc(OC)c1OC	1.2	35	-11	0	5	-0.7	-2	0.4	i	2

One compound at a time, as listed above:
C[n+]1ccccc1/C=C/c1cc(Br)ccc1O across the screens: PfHsp40 rescue: -1.1; DUSP3 inh: /; CCHFV vOTU inh: -9; SSB-PriA inh: 8; Yp Topo-I inh: -17; BoNT A protease: -1.1; 3CLpro inhibitor: 1; TcdB GH inh: 1.5; Vc quorum ag: i; Anthrax LF prot: -3
O=C(c1ccc(N2C(=O)C3C4c5ccccc5C(c5ccccc54)C3C2=O)cc1)N1CCOCC1 (stereo not given) across the screens: PfHsp40 rescue: -1.1; DUSP3 inh: -7; CCHFV vOTU inh: -7; SSB-PriA inh: -1; Yp Topo-I inh: 19; BoNT A protease: -0.9; 3CLpro inhibitor: -1; TcdB GH inh: /; Vc quorum ag: -0.1; Anthrax LF prot: 0

Grouped by structure, those above with an NH in an aromatic ring (eight)
canonical_smiles	PfHsp40 rescue	DUSP3 inh	CCHFV vOTU inh	SSB-PriA inh	Yp Topo-I inh	BoNT A protease	3CLpro inhibitor	TcdB GH inh	Vc quorum ag	Anthrax LF prot
O=C(CSc1ncn[nH]1)Nc1ccc2c(c1)CCC2	-1.2	-1	28	7	1	-0.1	0	/	-0.2	-2
CC(=O)c1c(C)[nH]c(C(=O)OCC(=O)N2CCCC2=O)c1C	-0.3	/	8	-16	-4	-0.1	/	2.3	-2.5	3
CCN(C(=O)c1ccc(=O)[nH]c1)c1c(N)n(Cc2ccccc2)c(=O)[nH]c1=O	0.4	/	18	-7	3	1.1	/	0.2	0.3	1
Cc1ccc2nc(-c3ccc(NC(=O)CSc4nc(N)cc(=O)[nH]4)cc3)sc2c1	1.1	23	-88	-20	13	0.0	2	0.8	-0.7	-4
Cc1ccc(C)c(N2CCN(S(=O)(=O)c3ccc4[nH]c(=O)c(=O)[nH]c4c3)CC2)c1	-1.1	4	10	11	5	?	0	/	i	0
c1ccc2[nH]c(-c3nc4ccccc4[nH]3)nc2c1	0.1	27	-19	-5	1	-0.9	-3	/	-1.4	-1
Cc1ccc(Nc2nnc(C)c(=O)[nH]2)cc1	-0.9	5	-15	-8	0	0.3	4	0.9	4.0	-8
CCCCn1c(N)c(N(CC(C)C)C(=O)c2cccc(S(=O)(=O)N3CC(C)OC(C)C3)c2)c(=O)[nH]c1=O (stereo not given)	-0.4	/	-2	-3	2	-0.1	/	-6.8	-0.7	1

Compound activity: PubChem, several laboratories
